mIAP block = mouse IAP inhibition; actives 0.2% (n = 330,000); inhibition, % at 10 µM; purified mouse IAP, CDP-Star luminescence, 30 min; AID 2806;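 active = inhibition of at least 40% at 10 µM in the primary screen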;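 note: plate controls were DMSO with enzyme for no effect and no enzyme wells for full effect; values of inactives mirror those of a sister screen read the other way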
tim10-1 inh = tim10-1 yeast growth inhibition. AID 463190. inhibition, % at 20 µM. S. cerevisiae tim10-1 ts strain growth, BacTiter-Glo, 24 h. actives 2.2% (n = 330,000);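 active = inhibition of at least 40%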;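 note: mutant grown at 25 °C; 0% = DMSO wells with yeast and 100% = wells holding no yeast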
beta cell repl = induces beta-cell replication in MIN6 cells; MIN6 cells proliferation, ATPlite luminescence, 48 h; cells starved in 0.2% serum; 100% = growth in 10% serum; proliferation, % at 10 µM; actives 0.29% (n = 330,000); AID 2380;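 active = compounds whose signal lies at least 3.5 SD above the mean of all wells on their plate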;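 note: 0% = DMSO-treated cells in low-serum medium and 100% = 10% serum control; some compounds called inactive have numbers as strong as hits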
hIAP block = blocks human intestinal alkaline phosphatase; P09923; inhibition, % at 10 µM; purified IAP, CDP-Star luminescence, 30 min; actives 0.12% (n = 330,000); AID 2544;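 active = inhibition reaching a set limit with compound at 10 µM in the primary screen, cut at about 35% in these data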;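 note: plate controls were DMSO wells with enzyme for no effect and no-enzyme buffer wells for full effect; values of inactives mirror those of a sister screen read the other way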
Target sequence (P09923 whole entry, looked up): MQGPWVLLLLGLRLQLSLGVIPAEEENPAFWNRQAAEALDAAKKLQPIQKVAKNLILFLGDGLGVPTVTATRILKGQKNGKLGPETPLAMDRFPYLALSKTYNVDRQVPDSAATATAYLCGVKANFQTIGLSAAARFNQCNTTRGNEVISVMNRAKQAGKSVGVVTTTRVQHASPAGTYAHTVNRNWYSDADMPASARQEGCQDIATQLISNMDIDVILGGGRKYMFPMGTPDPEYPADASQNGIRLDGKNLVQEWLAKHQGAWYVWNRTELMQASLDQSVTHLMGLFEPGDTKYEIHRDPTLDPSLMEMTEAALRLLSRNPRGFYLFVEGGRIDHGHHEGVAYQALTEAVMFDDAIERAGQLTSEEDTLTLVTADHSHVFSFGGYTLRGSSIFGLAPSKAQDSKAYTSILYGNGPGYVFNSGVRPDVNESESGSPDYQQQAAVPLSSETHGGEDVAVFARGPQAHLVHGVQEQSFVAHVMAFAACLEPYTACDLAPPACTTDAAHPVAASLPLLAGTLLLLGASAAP
NALP3 yeast inh = blocks the NALP3 inflammasome reconstituted in yeast; Yeast reconstituted NLRP3/ASC/caspase-1, beta-gal luminescence, 24 h; inhibition, % at 10 µM; actives 0.39% (n = 330,000);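 active = inhibition of 50% or more; inactive = inhibition below 50%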;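 note: plate controls were induced DMSO wells for no effect and uninduced yeast grown without galactose for full effect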
APOBEC3A inh = blocks human APOBEC3A ssDNA deamination; P31941; recombinant A3A, FAM/TAMRA ssDNA deamination fluorescence; inhibition, % at 20 µM; actives 0.41% (n = 330,000); AID 493011;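 active = at least 40% inhibition at 20 µM here, with at most 30% in a related deaminase screen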;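 note: plate controls were A3A with DMSO for no effect and wells lacking A3A enzyme for full effect; some results filed as inactive read as strong as hits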
TIM10 inh = TIM10 yeast growth inhibition; actives 1.4% (n = 330,000); inhibition, % at 10 µM; S. cerevisiae TIM10 strain growth, BacTiter-Glo luminescence, 24 h;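 active = inhibition of 40% or more at the single tested concentration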;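 note: wild-type TIM10 isogenic control strain grown at permissive 25 °C; 0% = DMSO yeast wells and 100% = minimal medium wells without yeast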
mIAP activ = increases mouse intestinal alkaline phosphatase activity | muIAP, CDP-Star luminescence, 30 min; active compounds read high; 1 = vehicle-only enzyme signal, 0 = enzyme-free wells | activation factor at 10 µM | actives 0.24% (n = 330,000) | AID 2805;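 active = activation factor of at least 2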; note: the source names both 10 and 20 µM as test concentration; values of inactives mirror those of a sister screen read the other way
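Assay system: mouse IAP enzyme; Reagent: CDP-Star chemiluminescent phosphatase substrate; Compound: DMSO-dissolved test compounds; Incubation: 30 min, room temperature; Technique: luminescence from enzymatic CDP-Star hydrolysis; Controls: DMSO-only wells and no-enzyme negative control.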
A3G deaminase = inhibitors of human APOBEC3G DNA deaminase; actives 0.28% (n = 330,000); inhibition, % at 20 µM; Q9HC16; recombinant A3G, ssDNA deamination FAM/TAMRA fluorescence;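 active = inhibition of at least 40% at 20 µM, with no more than 30% in the related APOBEC3A deaminase screen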;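 note: plate controls were DMSO wells with A3G for no effect and wells lacking A3G enzyme for full effect; some compounds called inactive have numbers as strong as hits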
Target sequence (Q9HC16 whole entry, looked up): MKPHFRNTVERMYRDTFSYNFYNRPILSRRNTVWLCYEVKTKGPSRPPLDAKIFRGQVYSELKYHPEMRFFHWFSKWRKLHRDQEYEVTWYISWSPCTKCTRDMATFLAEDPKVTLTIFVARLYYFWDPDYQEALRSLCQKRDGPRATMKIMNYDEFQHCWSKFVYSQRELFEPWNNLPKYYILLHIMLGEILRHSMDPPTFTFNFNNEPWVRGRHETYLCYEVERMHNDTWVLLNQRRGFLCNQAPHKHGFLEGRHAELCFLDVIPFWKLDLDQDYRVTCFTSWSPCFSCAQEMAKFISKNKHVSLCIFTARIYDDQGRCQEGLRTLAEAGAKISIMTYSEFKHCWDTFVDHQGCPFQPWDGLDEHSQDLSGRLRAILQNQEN
An asterisk follows results filed as active.

SMILES	mIAP block	tim10-1 inh	beta cell repl	hIAP block	NALP3 yeast inh	APOBEC3A inh	TIM10 inh	mIAP activ	A3G deaminase
CCCCC(=O)Nc1ccc(C2C(=O)c3ccccc3C2=O)cc1	-6	-5	-4	-4	8	-3	-18	1.1	-1
O=C(Cc1c(F)cccc1Cl)Nc1ccc(S(=O)(=O)N2CCCC2)cc1	-12	21	-2	0	7	-2	17	1.1	-3
Cc1cc(C)n(C(=O)CNC(=O)COc2ccccc2)n1	2	23	-2	-2	2	-2	13	0.98	-3
COc1cc(NC(=O)c2c(Cl)cnn2C)c(OC)cc1Cl	-1	21	1	-9	12	2	1	1	-2
O=C(NC1CCCCC1)C1CCN(S(=O)(=O)c2cccc3nonc23)CC1	-6	-9	0	-9	12	3	-13	1.1	-5
COC(=O)c1ccc(C2N=C(c3cccs3)CC(c3ccccc3O)N2)cc1 (stereo not drawn)	5	29	-7	3	2	0	14	0.95	-2
CC1CCN(CC(=O)Nc2ccc(S(=O)(=O)N3C(C)CCCC3C)cc2)CC1 (stereo not drawn)	22	15	0	-42	12	-2	5	0.78	-2
O=C(c1ccccc1)c1c(-c2ccccc2)[nH]n(-c2ccccc2)c(=O)c1=O	5	9	-2	-1	10	-1	7	0.95	2
COCCNc1nc(SCC(=O)N2CCN(c3ccccc3OC)CC2)nc2ccccc12	1	4	3	23	-16	-2	-2	0.99	-6
Cc1ccc(C2(C(=O)N3CCC(n4nc(-c5ccccc5)oc4=O)CC3)CC2)cc1	0	20	-4	16	14	-2	31	1	-3
CCC(C)N(C(=O)COC(=O)c1cc([N+](=O)[O-])ccc1N1CCOCC1)C1CCS(=O)(=O)C1 (stereo not drawn)	7	-13	10	-7	-2	4	-4	0.93	-9
Fc1ccccc1C1CC(c2ccco2)=Nc2ccccc2S1 (stereo not drawn)	10	18	-6	12	-15	2	18	0.9	-3
CN(C(=O)CSc1nc2c(cnn2-c2ccccc2)c(=O)[nH]1)C1CCS(=O)(=O)C1 (stereo not drawn)	11	-1	-3	-19	-5	8	-17	0.89	2
COc1ccc(OC)c(C2=NOC(C(=O)Nc3cccnc3)C2)c1 (stereo not drawn)	8	-9	0	9	11	2	-3	0.92	-1
CCc1cccc(NC(=O)COC(=O)c2cc([N+](=O)[O-])ccc2N2CCOCC2)c1	11	-12	1	-5	9	0	2	0.89	-6
Nc1nc(Sc2ccc([N+](=O)[O-])cc2[N+](=O)[O-])n[nH]1	-6	7	-4	-32	13	2	4	1.1	2
CCOC(=O)c1ccccc1NC1c2ccccc2C(=O)N1C1CCN(C(=O)OCC)CC1 (stereo not drawn)	-5	35	-6	-4	6	-3	12	1	-5
O=S(=O)(NCC(O)c1ccccc1)c1cc(Cl)sc1Cl (stereo not drawn)	-1	15	1	0	15	-4	7	1	-7
Cc1cccc(OCC(=O)NNc2c3ccccc3nc3ccccc23)c1	11	14	-3	14	10	1	31	0.89	-3
Cc1ccc(S(=O)(=O)N/N=C/c2ccc(OC3CSC3)cc2)cc1	-4	4	-5	-4	26	2	-8	1	0
Cc1nn2c(=O)cc(CSc3ccccc3NC(=O)c3ccccc3F)nc2s1	-3	28	1	-16	10	-4	6	1	-7
O=C(N/N=C/c1c[nH]c2ccccc12)c1ccncc1	0	-3	-3	6	10	2	5	1	7
CCOC(=O)C1=C(O)C(=O)N(c2ccc(S(N)(=O)=O)cc2)C1c1ccc(OC)cc1OC (stereo not drawn)	2	17	-1	4	10	6	-1	0.98	2
COc1ccc(NC(=O)CSc2nc3[nH]ncc3c(=O)n2-c2ccccc2C)cc1OC	0	7	0	1	5	0	15	1	-2
COC(=O)c1c(C#N)c(N)nc2c1CCC2	-5	2	0	-6	16	-1	-3	1	-1

The results go on:
SMILES	mIAP block	tim10-1 inh	beta cell repl	hIAP block	NALP3 yeast inh	APOBEC3A inh	TIM10 inh	mIAP activ	A3G deaminase
CCOC(=O)c1[nH]ncc1CN1CCCC(C(=O)c2cccc(OC(C)C)c2)C1 (stereo not drawn)	11	0	1	12	13	-4	7	0.89	-6
O=C(CN1C(=O)NC2(CCc3ccccc32)C1=O)NCC(F)(F)F (stereo not drawn)	-4	-8	0	1	1	-2	-8	1	-7
Cc1cccc(C)c1NC(=O)CN(C)C(=O)c1cc(S(=O)(=O)N(C)C)ccc1N1CCCC1	-1	6	-4	-22	3	11	13	1	-12
COc1cc(OC)cc(C(=O)N[C@@H](CCSC)c2nc3ccccc3[nH]2)c1	-20	6	-1	-16	15	1	0	1.2	2
CC(=O)c1ccc(OC2OCCOC2Oc2ccc(C(C)=O)cc2)cc1 (stereo not drawn)	6	1	-1	6	14	0	2	0.94	-7
O=C(O)CCc1ccc(-c2cccs2)n1NC(=O)c1ccco1	31	15	1	10	-22	7	7	0.69	1
COc1cc(NC(=O)c2ccccc2OCc2ccccc2)cc(OC)c1OC	-2	9	3	9	11	-2	-7	1	-6
CN1CCN(CCCNC(=O)c2ccc3c(=O)n(CCc4ccccc4)c(=O)[nH]c3c2)CC1	-2	-14	-2	5	-3	-4	13	1	-11
N#CC12CCCCC1CC1CCCCC1(C#N)N2Cc1ccccn1 (stereo not drawn)	-13	12	0	10	13	-3	-8	1.1	-5
COCCCN1C(=O)c2ccc(C(=O)OCC(=O)NCc3cccc(OC)c3)cc2C1=O	-4	10	-5	-15	22	1	5	1	0
Fc1cccc(F)c1-c1nc(-c2ccncc2)no1	-2	3	1	-3	14	7	12	1	0
NNC(=O)c1cc2sccc2s1	-5	-9	-2	-10	-2	-1	15	1	1
CCOc1ccc(S(=O)(=O)N(C(=O)c2ccco2)c2cc3sc(=O)oc3c3ccccc23)cc1	14	31	-6	-7	-1	-3	19	0.86	26
CCC(C)(C)n1nnnc1C(c1cc2cccc(C)c2[nH]c1=O)N1CCN(C(=O)c2ccco2)CC1 (stereo not drawn)	3	11	1	2	8	-1	22	0.97	-2
CC1(C)CC(=O)C(C=NCC2CCN(C(=S)Nc3ccccc3)CC2)=C(O)C1	-1	-19	1	12	14	1	-7	1	1
CCCCCCCn1ccc(=N)cc1	-6	3	-4	-11	21	74*	-3	1.1	19
O=C(c1ccc(C(F)(F)F)cc1)C1CCCN(C(=O)c2cnccn2)C1 (stereo not drawn)	4	8	1	-5	-11	3	-2	0.96	-4
O=C(Cc1ccccc1)NCc1ccc(F)cc1	-2	5	0	7	21	2	10	1	-14
CC(C)NC(=O)NC(=O)CSc1nnc(-c2c[nH]c3ccccc23)o1	-9	10	-3	-1	16	9	2	1.1	-1
CC(C)N1CCNCC1	5	-19	-2	-6	5	1	-4	0.95	2
COC(=O)c1nnn(-c2nc(N(C)C)nc(N(C)C)n2)c1C	10	33	1	-15	0	3	13	0.91	-3
O=C(CCl)N1N=C(c2ccco2)CC1c1ccco1 (stereo not drawn)	5	-10	-4	1	8	40	8	0.95	38
COCCNc1nc(C)cc(-c2cc(-c3ccc(Cl)cc3)on2)n1	-1	21	3	14	21	2	17	1	4
Cn1c(C(=O)NCc2ccccn2)cc2c(=O)n(C)c3ccccc3c21	15	30	3	8	17	-2	1	0.85	0
COc1ccc(-c2sc3ccc(OC)cc3c2C#Cc2cncn2C)cc1	12	12	-6	-31	-5	3	12	0.88	5

(cont.)
SMILES	mIAP block	tim10-1 inh	beta cell repl	hIAP block	NALP3 yeast inh	APOBEC3A inh	TIM10 inh	mIAP activ	A3G deaminase
O=S(=O)(Nc1cccc2nsnc12)c1ccccc1	-11	24	-2	-14	18	1	7	1.1	-3
Nc1nnnn1/N=C/c1cccc(Br)c1	2	5	-1	-12	23	-3	7	0.98	-2
N#Cc1ccc(C(=O)NC23CC4CC(CC(C4)C2)C3)cc1	0	41*	-1	-17	25	-1	8	1	13
COCCNC(=S)Nc1cc(OC)c(NC(=O)c2ccco2)cc1OC	-3	-2	1	2	17	-7	10	1	-5
CCCCNC(=O)c1cccc(S(=O)(=O)N2CC3(C)CC2CC(C)(C)C3)c1 (stereo not drawn)	6	50*	-3	10	13	1	29	0.94	-3
O=S(=O)(c1c(F)cccc1F)N1CCN(Cc2c(O)ccc3ccccc23)CC1	5	16	0	5	7	1	22	0.95	-1
COc1ccc(S(=O)(=O)N2CCN(Cc3ccc4c(c3)OCO4)CC2)c2ccccc12	10	32	1	10	-2	-2	26	0.9	-5
Oc1c(C=Nc2ccccc2)sc(=S)n1Cc1ccccc1	18	10	-4	23	14	-3	9	0.82	-5
Cc1ccc(-n2cc(-c3ccccc3)c3c(=O)[nH]cnc32)cc1	5	48*	1	0	-77	-2	49*	0.95	-2
O=C(COc1ccc2c3c(c(=O)oc2c1)CCCC3)NCCN1CCOCC1	2	-4	-2	0	3	-4	1	0.98	-2
C[C@H](CO)N1C[C@H](C)[C@@H](CN(C)Cc2ccc(C(=O)O)cc2)Oc2c(NC(=O)C3CC3)cccc2C1=O	-2	5	1	-1	9	-6	-6	1	-7
CN(Cc1ccccc1)S(=O)(=O)c1ccc(NC(=S)NC(=O)C(C)(C)C)cc1	21	6	0	-5	20	1	5	0.79	9
C=CCNc1nc(-c2ccc(Cl)cc2)cs1	3	24	-5	-2	30	2	3	0.97	-2
CSc1nc(C)cc(SCC(=O)N/N=C/c2ccccc2)n1	12	11	3	-7	3	1	4	0.88	-4
Fc1cccc(Cc2noc(CN3CCOCC3)n2)c1	-7	-10	-3	-2	6	0	-7	1.1	-3
COC(=O)Cc1ccc(NC(=S)N2CCCC(CO)C2)cc1 (stereo not drawn)	-5	-2	-5	3	2	0	-2	1.1	-8
CC(NC(=O)CN(C)Cc1nc2ccccc2c(=O)[nH]1)c1ccccc1 (stereo not drawn)	-1	13	-5	-92	0	2	5	1	-2
COc1ccccc1C(=O)NNC(=O)C(=O)NC1CCCCC1	13	-43	-3	-56	-6	0	2	0.87	-6
COCc1cc(C)nc(SCC(=O)Nc2cc(C(F)(F)F)ccc2N2CCOCC2)c1C#N	-8	26	1	15	17	6	5	1.1	12
Cc1ccc(/C(N)=N/OC(=O)Oc2ccccc2)cc1	-3	1	-2	-4	-5	-1	12	1	0
O=C(C(Cc1ccccc1)n1cccc1)N1CCCCC1 (stereo not drawn)	1	21	-3	5	16	-1	6	0.99	-2
Nc1nc2ccc(S(=O)(=O)N3CCCCC3)cc2s1	3	40*	-6	14	17	2	2	0.97	-2
Cc1ccc(CNC(=O)CCCCn2c(=O)[nH]c3ccsc3c2=O)cc1	-1	-2	2	6	12	3	11	1	-6
N#Cc1c(C(F)(F)F)cc(-c2cccs2)nc1N1CCCCC1	-1	-4	-2	14	-6	-3	3	1	-5
CCOC(=O)C(NC(=O)CC(C)C)(Nc1sc2c(c1C(N)=O)CCCC2)C(F)(F)F (stereo not drawn)	-8	-2	2	-19	-11	-6	0	1.1	-7
CCCCSc1nc(CCC)cc(=O)[nH]1	2	7	1	19	-4	-2	-10	0.98	-5

Sorted by value in mIAP activ (low to high): some entries from above.
structure	mIAP block	hIAP block	NALP3 yeast inh	APOBEC3A inh	mIAP activ	A3G deaminase
Oc1c(C=Nc2ccccc2)sc(=S)n1Cc1ccccc1	18	23	14	-3	0.82	-5
Nc1nc2ccc(S(=O)(=O)N3CCCCC3)cc2s1	3	14	17	2	0.97	-2
O=S(=O)(Nc1cccc2nsnc12)c1ccccc1	-11	-14	18	1	1.1	-3

High-throughput results from PubChem BioAssay.
